CHT block: human CHT choline transport inhibition. B-score at 10 µM. CHT-expressing cells, membrane potential dye, choline response; hits give low values. Q9GZV3. actives 0.86% (n = 310,000). AID 488975;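 active = B-score over 3 SD under the library average, and starting fluorescence ratio not unusually high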;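 also: choline stimulus applied at its EC90 after an EC20 pre-addition; B-score computed on integrated fluorescence ratio after choline addition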
Target sequence (Q9GZV3 whole entry, looked up): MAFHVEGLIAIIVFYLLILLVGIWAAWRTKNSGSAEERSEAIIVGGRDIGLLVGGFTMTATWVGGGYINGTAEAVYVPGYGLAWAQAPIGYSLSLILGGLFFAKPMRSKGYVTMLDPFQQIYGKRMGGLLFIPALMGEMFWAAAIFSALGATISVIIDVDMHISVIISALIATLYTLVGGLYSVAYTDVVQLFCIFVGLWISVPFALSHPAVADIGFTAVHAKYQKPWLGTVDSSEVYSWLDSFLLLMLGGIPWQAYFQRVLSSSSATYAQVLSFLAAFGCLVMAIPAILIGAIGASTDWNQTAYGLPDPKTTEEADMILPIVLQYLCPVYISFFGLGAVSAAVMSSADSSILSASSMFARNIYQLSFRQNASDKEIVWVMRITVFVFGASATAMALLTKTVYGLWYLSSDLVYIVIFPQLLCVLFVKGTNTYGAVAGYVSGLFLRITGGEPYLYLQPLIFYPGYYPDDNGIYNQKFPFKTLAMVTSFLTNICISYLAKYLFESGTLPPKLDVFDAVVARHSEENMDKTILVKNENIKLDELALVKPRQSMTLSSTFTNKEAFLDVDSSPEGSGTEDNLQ
CHT PAM: allosterically activates the human high affinity choline transporter; Q9GZV3; actives 0.49% (n = 310,000); CHT-expressing cells, membrane potential dye, choline EC20; hits give high values; LV-AA mutant CHT in HEK293 cells; B-score at 10 µM;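 active = initial fluorescence not abnormally high and integrated response B-score, plate-corrected, over 3 SD above library mean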
* hit, by the source's call; i = inactive. An excerpt; rates above refer to the full screens.

| cpd | structure | CHT block | CHT PAM |
| --- | --- | --- | --- |
| 1 | Cc1cc2c(C(F)(F)F)cc(=O)oc2c2c1NCCC2 | i | i |
| 2 | COCCn1cc(C(=O)N2CCC3(CC2)OCCO3)c2c3ccccc3n(C)c2c1=O | i | i |
| 3 | CCOC(=O)C1=Nc2ccccc2/C1=C\c1c(O)n(C)c(=O)n(C)c1=O | i | i |
| 4 | Cc1nc2cc(F)ccc2n1C1CCN(Cc2nnnn2CCc2ccccc2)CC1 | i | i |
| 5 | CCCCCCC(=O)N/N=C/c1c(O)n(CCCC)c(=S)[nH]c1=O | i | i |
| 6 | COc1ccc(N=Cc2c(O)n(-c3ccc(C)cc3)c(=O)[nH]c2=O)cc1 | i | i |
| 7 | COc1ccc(C(=O)Cn2c(NCCCl)nc3ccccc32)cc1 | i | i |
| 8 | COC(=O)CNC(=O)c1cn(CCC#N)nc1-c1ccc(F)cc1 | i | i |
| 9 | O=S(=O)(c1ccc(Cl)cc1)N1CCCCC1c1cccnc1 (stereo not drawn) | i | i |
| 10 | Cn1c(=O)c2nncnc2n(C)c1=O | i | i |
| 11 | CCn1c(O)c(/C=N/NC(=O)c2ccncc2)c(=O)[nH]c1=S | i | i |
| 12 | Cn1cccc1CNCCc1ccccc1 | i | i |
| 13 | COc1ccccc1N1CCN(Cc2cccc(Br)c2)CC1 | i | i |
| 14 | O=C(CN1CCOCC1)NCC(=O)Nc1ccc(Br)cc1C(=O)c1ccccc1 | i | i |
| 15 | O=c1cccc2n1C[C@H]1C[C@@H]2CN2CCCC[C@@H]12 | i | i |
| 16 | CCOC(=O)c1c(C)c(P(=S)(N2CCOCC2)N2CCOCC2)n(C)c1C | i | i |
| 17 | CCN1C(=O)NC(=O)/C(=C/c2cc(C)n(-c3sc(C)c(C)c3C#N)c2C)C1=O | i | i |
| 18 | COC(=O)[C@]12OC[C@]34C([C@@H](O)[C@@H]1O)[C@]1(C)CC(=O)C(O)=C(C)[C@@H]1C[C@H]3OC(=O)[C@H](O)[C@@H]24 (stereo partly drawn) | i | i |
| 19 | Clc1ccc(N2CC2c2ccncc2)cc1 (stereo not drawn) | i | i |
| 20 | CC(=O)Nc1ccccc1C(=O)OCC(=O)c1ccccc1Cl | i | i |
| 21 | CCCCN=C[C@]12CCC(O)CC1(O)CCC1[C@@H]2CC[C@]2(C)[C@H](C3C=CC(=O)O3)CCC12O (stereo partly drawn) | i | i |
| 22 | CN(C)c1ccc(C=C(C#N)C#N)cc1 | i | i |
| 23 | CNC(=S)N1CC2CC(C1)c1cccc(=O)n1C2 (stereo not drawn) | i | i |
| 24 | CCOC(=O)C1CCN(Cc2ccc(Cl)nc2)CC1 | i | i |
| 25 | COc1ccc(C)cc1NC(=O)N1CCC2(CC1)OCCO2 | i | i |
| 26 | c1ccc2cc(CC3=NCCN3)ccc2c1 | i | i |
| 27 | O=c1cccc2n1C[C@@H]1C[C@@H]2CN(CC(O)c2ccc([N+](=O)[O-])cc2)C1 (stereo partly drawn) | i | i |
| 28 | C(#CCN1CCOCC1)COCc1ccccc1 | i | i |
| 29 | Oc1c(Br)cc(Br)cc1CN1CCN(Cc2ccccc2)CC1 | i | i |
| 30 | O=C(CCN1CCCCC1)Nc1ccc(Br)cc1C(=O)c1ccccc1 | i | i |
| 31 | Cc1ccc(N2C(=O)NC(=O)/C(=C\C=C\c3ccco3)C2=O)cc1C | i | i |
| 32 | O=C1NC(=O)C(=Cc2ccc(OCCOc3ccc([N+](=O)[O-])cc3)cc2)C(=O)N1 | i | i |
| 33 | O=C(COC(=O)c1ccc(O)cc1)Nc1ccc(Cl)cc1C(=O)c1ccccc1 | i | i |
| 34 | O=C(NC(=S)N1C[C@H]2C[C@H](C1)c1cccc(=O)n1C2)c1ccc(F)cc1 | i | i |
| 35 | O=c1[nH]c(=S)[nH]c(O)c1N=Nc1ccc(SC(F)F)cc1 | i | i |
| 36 | CCc1ccc(CNCCc2ccc(F)cc2)cc1 | i | i |
| 37 | COC(=O)C1=C(c2ccc(S(C)(=O)=O)cc2)C[C@@H]2CC[C@H]1N2C(=O)NCCNC(C)=O | i | i |
| 38 | COc1ccc(C(CN(C)C)C2(O)CCCCC2)cc1 (stereo not drawn) | i | i |
| 39 | C(=N\NC1=NCCCCC1)/c1c[nH]c2ccccc12 | i | i |
| 40 | COc1ccccc1CCNC(=O)CCC(=O)N1CC2C[C@@H](C1)Cn1c2cccc1=O | i | i |
| 41 | Cc1c(Cl)cccc1N1C(=O)NC(=O)/C(=C\c2cc(C)n(-c3cccc(C(=O)O)c3C)c2C)C1=O | i | i |
| 42 | CCOc1ccc(-n2c(O)c(C=NCCCn3ccnc3)c(=O)[nH]c2=O)cc1 | i | i |
| 43 | CCCNC(=O)N1[C@H]2CC[C@@H]1C(C(=O)OC)=C(c1ccccc1)C2 | i | i |
| 44 | NC(=O)c1cn(C2OC(CO)C(O)C2O)c2ncnc(N)c12 (stereo not drawn) | i | i |
| 45 | ClC1=CCC2CN(CCN3CCCCC3)CC2C1 (stereo not drawn) | i | i |
| 46 | Oc1cc2c(cc1CN1CCN(c3ccc(F)cc3)CC1)OCO2 | i | i |
| 47 | CCN(CC)c1ccc([N+](=O)[O-])c2cccnc12 | i | i |
| 48 | CCN(CC)CCCOC(=O)C(OC(C)C)(c1ccccc1)c1ccccc1 | i | i |
| 49 | COc1ccc2c(c1)/C(=C/c1cnc[nH]1)C(=O)N2 | i | 8.8* |
| 50 | O=C(OCCN1CCOCC1)C1(c2ccccc2)CCCC1 | i | i |
| 51 | COc1cc(/C=C/c2nc3ccccc3c(=O)n2-c2ccccc2O)ccc1O | i | i |
| 52 | COc1cccc(NC(=O)[C@@H](NC(=O)N2C[C@H]3C[C@@H](C2)c2cccc(=O)n2C3)C(C)C)c1 | i | i |
| 53 | O=C1CN=C(c2ccc(Br)cc2)c2oc3ccccc3c2N1 | i | i |
| 54 | COc1cccc(N(C(C)=O)C2=NCCCS2)c1 | i | i |
| 55 | O=C(O)c1ccc(Cl)nc1 | i | i |
| 56 | O=[N+]([O-])c1ccc(N2CCCCC2)c2ncccc12 | i | i |

Following part.
| cpd | structure | CHT block | CHT PAM |
| --- | --- | --- | --- |
| 57 | CCC(C)N1C(=O)/C(=C\c2ccc(N3CCCCCC3)cc2)C(=O)NC1=S (stereo not drawn) | i | i |
| 58 | CCC1(C(=O)c2ccccc2)C2c3ccccc3OC(=O)C21C(C)=O (stereo not drawn) | i | i |
| 59 | CCOP(=O)(OCC)C(O)c1ccc2c(c1)OCO2 (stereo not drawn) | i | i |
| 60 | CN1C2CCC1/C(=C/c1ccccn1)C(=O)/C2=C\c1ccccn1 | i | i |
| 61 | O=CNc1ccc(OP(=O)(Oc2ccccc2)Oc2ccccc2)cc1 | i | i |
| 62 | CCN1CCN(Cc2cc(OC)c(OC)cc2[N+](=O)[O-])CC1 | i | i |
| 63 | Cc1ccc(C(O)(c2ccc(C)c(C)c2)C2CN3CCC2CC3)cc1C (stereo not drawn) | i | i |
| 64 | CS(=O)(=O)N1CCCC(C(=O)N2CCC3(CC2)OCCO3)C1 (stereo not drawn) | i | i |
| 65 | Cc1c(C(c2ccccc2Cl)c2c(O)c3ccccc3oc2=O)c(=O)n(-c2ccccc2)n1C (stereo not drawn) | i | i |
| 66 | COc1ccc(NC(=O)c2cn(CCC#N)nc2-c2ccc(OC)c(OC)c2)cc1 | i | i |
| 67 | N#CC(C#N)=NNc1ccc(S(N)(=O)=O)cc1 | i | i |
| 68 | CC(N)Cc1c[nH]c2cc3c(cc12)OCCO3 (stereo not drawn) | i | i |
| 69 | CCN(CC)C(=O)N[C@H]1C[C@@H]2c3cccc4[nH]cc(c34)C[C@H]2N(C)C1 | i | i |
| 70 | CCOC(=O)C1(c2ccccc2)CCN(CC(=O)Nc2ccc(C)cc2)CC1 | i | i |
| 71 | O=C1CC(=O)N(c2cccc(Cl)c2)C(=O)N1 | i | i |
| 72 | CC(c1ccccc1F)n1cc(C(=O)Nc2ccc3nc[nH]c3c2)nn1 (stereo not drawn) | i | i |
| 73 | CC(=O)NC(Cc1ccc(N(CCCl)CCCl)cc1)C(=O)NC(C(=O)O)C(C)C (stereo not drawn) | i | i |
| 74 | COC(=O)C1=C(N)OC(C)=C(C(C)=O)C12C(=O)N(C)c1ccccc12 (stereo not drawn) | i | i |
| 75 | COc1ccccc1C1=NCc2nnc(CSC)n2-c2ccc(Cl)cc21 | i | i |
| 76 | Cc1ccc(-n2c(O)c(C=N)c(=O)n(-c3ccc(C)cc3)c2=O)cc1 | i | i |
| 77 | Cn1cccc1/C=C1/C(=O)NC(=O)N(Cc2ccc(F)cc2)C1=O | i | i |
| 78 | Cn1cccc1/C=C1/C(=O)NC(=S)N(Cc2ccc(F)cc2)C1=O | i | i |
| 79 | O=C(Cn1cnc2ccccc2c1=O)NCC(=O)N1CCC2(CC1)OCCO2 | i | i |
| 80 | COc1cc(C(c2c(C)[nH]n(-c3ccccc3)c2=O)c2c(C)[nH]n(-c3ccccc3)c2=O)cc(OC)c1OC | i | i |
| 81 | CCOc1cc2c(cc1OCC)-n1cccc1C(c1ccc(OC)c(OC)c1)NC2 (stereo not drawn) | i | i |
| 82 | Cc1c(C(c2ccc(F)cc2)c2c(O)c3ccccc3oc2=O)c(=O)n(-c2ccccc2)n1C (stereo not drawn) | i | i |
| 83 | O=C(COc1ccc2c3c(c(=O)oc2c1)CCC3)N1C[C@H]2C[C@@H](C1)c1cccc(=O)n1C2 | i | i |
| 84 | O=[N+]([O-])c1ccc(N2CCCC2)cc1N/N=C1\CN2CCC1CC2 | i | 6.5* |
| 85 | COC(=O)C1=COC(C)C2CN3CCC4(C(=O)Nc5ccccc54)C3CC12 (stereo not drawn) | i | i |
| 86 | CC1=CC(=C2C(=O)NC(=O)NC2=O)C=C(C(F)(F)F)N1Cc1ccccc1 | i | i |
| 87 | CC12CC[C@H]3[C@@H](CCC4(O)C[C@H](O)CCC34/C=N/NC(=O)c3ccccc3F)C1(O)CCC2C1=CC(=O)OC1 (stereo partly drawn) | i | i |
| 88 | CCN(CC)C(=O)COc1cc(C)cc2oc(=O)c3c(c12)CCCC3 | i | i |
| 89 | COc1ccc(-c2nc(CSCC(=O)N3CCC4(CC3)OCCO4)c(C)o2)cc1OC | i | i |
| 90 | CCCCc1nc2ccccc2c(=O)n1-c1ccccc1[N+](=O)[O-] | i | i |
| 91 | CN1CCC(C)(O)C2CCCCC21 (stereo not drawn) | i | i |
| 92 | CC(=O)c1c(C)n(CCCOC(C)C)c2ccc(O)cc12 | i | i |
| 93 | CC1(CCl)CN1S(=O)(=O)c1ccccc1 (stereo not drawn) | i | i |
| 94 | CCN(C(=O)Oc1ccccc1)c1ccc(C(O)(C(=O)OC)C(F)(F)F)cc1 (stereo not drawn) | i | i |
| 95 | COc1ccc(CCN(C)Cc2c(F)cccc2F)cc1OC | i | i |
| 96 | COc1cc(/C=C2/C(=O)NC(=O)N(c3ccc(C)cc3)C2=O)cc(OC)c1OC | i | i |
| 97 | CCOC(=O)c1cc2c(cn1)[nH]c1ccccc12 | i | i |
| 98 | Oc1cc2c(cc1O)[C@H]1c3ccccc3CN[C@@H]1CC2 | i | i |
| 99 | Cc1cc(NCCN)nc2ccccc12 | i | 11* |
| 100 | C=CCn1c(O)c(C(C)=NC2CC2)c(=O)[nH]c1=O | i | i |
| 101 | COc1ccc(NP(=O)(Nc2ccc(OC)cc2)Oc2ccccc2)cc1 | i | i |
| 102 | Cc1cccc2c1=NC(=O)/C(=C/c1c(O)[nH]c(=O)[nH]c1=O)C=2 | i | i |
| 103 | CC(C)(C)c1ccc(S(=O)(=O)N2CC3CC(C2)c2cccc(=O)n2C3)cc1 (stereo not drawn) | i | i |
| 104 | CCCCn1c(O)c(C=NC2CC3CCC2(C)C3(C)C)c(=O)[nH]c1=O (stereo not drawn) | i | i |
| 105 | COC(=O)C(O)(c1ccc(N(C)C(=O)OC(C)C)cc1)C(F)(F)F (stereo not drawn) | i | i |
| 106 | COc1ccc(CC(=O)N(CCN(C)C)CC2CCCN(Cc3ccccc3F)C2)cc1 (stereo not drawn) | i | i |
| 107 | COc1ccc(N2CCN(CCc3ccncc3)CC2)cc1 | i | i |
| 108 | C[C@H]1[C@@H](c2ccccc2)O[C@@H](c2ccccc2Br)N1C | i | i |
| 109 | O=c1[nH]c(=S)n(C2CC2)c(O)c1C=NCc1cccnc1 | i | i |
| 110 | CCOC(C(=O)OCCCN(CC)CC)(c1ccccc1)c1ccccc1 | i | i |
| 111 | COP(=O)(OC)C(NC(=O)/C=C/c1ccccc1)C(Cl)(Cl)Cl (stereo not drawn) | i | i |
| 112 | Cc1cccc(N=Cc2c(O)n(-c3ccccc3C)c(=O)[nH]c2=O)c1 | i | i |

(next part)
| cpd | structure | CHT block | CHT PAM |
| --- | --- | --- | --- |
| 113 | O=Cc1c(C(=O)O)n(Cc2ccccc2F)c2ccccc12 | i | i |
| 114 | O=C1NC(=O)C2(Cc3c(nc4ccccn4c3=O)N3CCCCCC32)C(=O)N1Cc1ccccc1 (stereo not drawn) | i | i |
| 115 | COc1cccc(O)c1CN1CCCC(C(=O)c2sccc2C)C1 (stereo not drawn) | i | i |
| 116 | COc1cc(NC(=O)CN2C3CCC2CC(O)(c2cccnc2)C3)cc(OC)c1 (stereo not drawn) | i | i |
| 117 | CC(=O)Nc1cc(C(=O)N2CCC3(CC2)OCCO3)ccc1S(=O)(=O)c1ccc(C)cc1 | i | i |
| 118 | COc1ccc([N+](=O)[O-])cc1N=Cc1c(O)n(CCc2ccccc2)c(=O)n(C(C)C)c1=O | i | i |
| 119 | CCCCN1C(=N)C(CC)(CC)C(=O)NC1=O | i | i |
| 120 | CCC(=NCCc1ccccc1)c1c(O)n(C2CCCCC2)c(=O)[nH]c1=O | i | i |
| 121 | CC(C)(C)c1nc(N2CCN(C(=O)c3ccco3)CC2)c2nnn(Cc3ccccc3Cl)c2n1 | i | i |
| 122 | O=C(c1cc(=O)[nH]c2ccc(Br)cc12)N1CCC2(CC1)OCCO2 | i | i |
| 123 | Cc1cc(C)cc(NC2=NCCCS2)c1 | i | i |

Bioassay records from PubChem.
